AmpC inh no detg: blocks E. coli AmpC beta-lactamase in detergent-free assay; 330,000 compounds, 0.52% hits; Potency, µM (doses to about 57.1 µM), for inactives: at the highest dose activity change, negative = inhibition, hits mostly inhibitors; AmpC nitrocefin hydrolysis, absorbance 480 nm, 0.0001% Triton; P00811;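 note: potency is the fitted concentration of half-maximal effect; plate controls were no compound for no effect and no enzyme for full effect; nearly all actives have a fitted effect of over 20% in size; some results filed as inactive show a strong effect at the top dose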
Target sequence (P00811 whole entry, looked up): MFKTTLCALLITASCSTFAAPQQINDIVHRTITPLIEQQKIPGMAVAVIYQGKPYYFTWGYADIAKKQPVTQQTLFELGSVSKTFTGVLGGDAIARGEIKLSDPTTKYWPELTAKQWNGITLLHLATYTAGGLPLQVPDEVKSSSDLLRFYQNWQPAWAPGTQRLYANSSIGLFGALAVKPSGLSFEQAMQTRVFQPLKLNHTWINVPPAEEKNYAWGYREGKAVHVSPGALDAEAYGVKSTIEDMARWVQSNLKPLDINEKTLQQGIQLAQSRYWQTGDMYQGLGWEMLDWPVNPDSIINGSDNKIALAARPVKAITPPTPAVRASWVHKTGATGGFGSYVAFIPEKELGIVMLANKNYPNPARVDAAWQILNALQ
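AmpC (5.3 nM in the dispensed reagent) in 20 mM phosphate pH 7.0 with 0.01% (detergent screen) or 0.0001% Triton X-100 was preincubated with compounds for 15 min at room temperature. Nitrocefin was then added from an 800 uM solution, and hydrolysis was followed at 480 nm.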
Sm TGR block: S. mansoni TGR enzyme inhibition; Potency, µM (highest dose often 114 µM), without a hit: at the top dose activity change, negative = inhibition, actives largely listed as inhibitors; Q962Y6; purified TGR, DTNB reduction, TNB absorbance 405 nm; 360,000 compounds, 3% hits; note: potency is the fitted concentration of half-maximal effect; nearly all actives have a fitted effect of over 60% in size
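Kinetic colorimetric format: TGR-catalysed, NADPH-driven DTNB reduction monitored via TNB absorbance. Enzyme dispensed at 20 nM; compound exposure 15 min at room temperature before reaction start.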
HCMV antiviral: inhibitors of human cytomegalovirus. 410,000 compounds, 4.5% hits. HFF cells, HCMV-luciferase reporter, 72 h; active compounds read low. activity change, negative = inhibition, % at 57.5 µM; in the data active = activity change below about -60%; inconclusive = no clear call, values can overlap the other calls; inactive = above about -39%
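Cell-based, HFFs, 1000 cells/well, 16 h 37C; cpds in DMSO + HCMV-luc, MOI 1 PFU/cell; 72 h 37C; OneGlo luminescence after 5 min RT; norm. to buffer vs Salinomycin 10uM.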
AmpC inh detg: blocks E. coli AmpC beta-lactamase in detergent assay; AID 485294; P00811; Potency, µM (doses to about 114 µM), for inactives: top-dose activity change, negative = inhibition, hits mostly inhibitors; AmpC hydrolysis of nitrocefin, absorbance 480 nm, 0.01% Triton; 370,000 compounds, 0.041% hits;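 note: potency is the fitted concentration of half-maximal effect; 0% = no-compound wells and -100% = no-enzyme wells; nearly all actives have a fitted effect of over 25% in size; some results filed as inactive show a strong effect at the top dose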
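20 mM phosphate pH 7.0 + 0.01% (detergent screen) or 0.0001% Triton X-100; 5.3 nM AmpC reagent; cpd preinc 15 min RT; nitrocefin (800 uM stock) to start; A480 q20 s × 4 min; Activity was normalised to no-enzyme and no-compound control wells.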
FBPA Giardia inh: blocks Giardia fructose-bisphosphate aldolase activity | 290,000 compounds, 0.71% hits | A8B2U2 | AID 2451 | Potency, µM (highest dose often 59.6 µM), inactives show at the top dose activity, negative = inhibition, actives largely listed as inhibitors | purified Giardia FBPA; note: potency is the fitted concentration of half-maximal effect; nearly all actives have a fitted effect of over 55% in size
Target sequence (A8B2U2 whole entry, looked up): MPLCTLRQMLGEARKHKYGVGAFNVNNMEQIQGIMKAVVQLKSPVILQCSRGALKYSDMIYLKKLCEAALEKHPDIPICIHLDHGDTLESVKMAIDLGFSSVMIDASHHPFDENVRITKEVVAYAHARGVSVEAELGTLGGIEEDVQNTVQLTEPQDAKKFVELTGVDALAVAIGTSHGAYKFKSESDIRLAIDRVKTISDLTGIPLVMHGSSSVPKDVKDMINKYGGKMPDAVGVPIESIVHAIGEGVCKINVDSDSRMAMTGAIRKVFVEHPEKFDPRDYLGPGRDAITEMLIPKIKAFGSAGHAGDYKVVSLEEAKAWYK
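Giardia FBPA (40 nM reagent) was preincubated 10 min at RT with compound (up to 57.5 uM final), then substrate plus GAPDH/TPI/NAD/arsenate coupling system with diaphorase/resazurin was added; resorufin fluorescence (525/598 nm) was read after 20 min.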
AMA1-RON2 inh: disrupts binding of P. falciparum AMA1 to RON2; 360,000 compounds, 0.2% hits; Potency, µM (highest dose often 58.2 µM), for inactives: at the top dose activity change, negative = inhibition, usual class: inhibitors; AlphaScreen AMA1-biotinylated RON2 peptide binding;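 note: potency is the fitted concentration of half-maximal effect; 0% = vehicle wells and -100% = peptide control; nearly all actives have a fitted effect of over 45% in size; some results filed as inactive show a strong effect at the top dose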
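AMA1 (3D7) with his tag at 25 nM final met compounds first, then biotinylated RON2 peptide at 25 nM; detection used donor plus acceptor beads, 10 µg/mL apiece, read by AlphaScreen after 30 min at room temperature.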
Numbers without * were called inactive; u = inconclusive; x = no result given; [ ] = remark or other dose. Unless noted, calls come from the whole dose curve; as a rule, active = well fitted curve in the direction sought with a large enough effect; inconclusive = small, poorly fitted or top-dose-only effect, or another doubt; inactive = no such curve, though single readings can be large; an effect the other way counts as inactive or inconclusive. Unless noted, % is set by controls: 0 for no effect and ±100 for the full control effect.

SMILES,AmpC inh no detg,Sm TGR block,HCMV antiviral,AmpC inh detg,FBPA Giardia inh,AMA1-RON2 inh
CCOC(=O)C1=C(C)NC(C)=C(C(=O)OCC)C1C(=O)OCC(N)=O,5%,1%,0,4%,1%,25%
CCOC(=O)N1CCN(C(=O)CNS(=O)(=O)c2c(C)cc(C)cc2C)CC1,34%,10%,25,-1%,12%,-2%
Cc1cc(-c2n[nH]c(=S)n2Cc2ccccc2)cs1,-36%,3%,68,u,11%,64%[activator]
Cc1nc2ccc(NS(=O)(=O)c3ccc(F)cc3F)cc2s1,-12%,5%,0,u,x,-3%[11.6 µM]
COc1ccc(-c2cc(C(F)(F)F)nc(SCCC(=O)Nc3ccccc3F)n2)cc1,x,6%,-6,19%,x,x
C=C1CCC[C@]2(C)C[C@H]3OC(=O)C(CN4CCOCC4)[C@H]3C[C@@H]12 (some centres undefined),44%,1%,u,1%,13%,6%
CCOc1ccc(-c2nnc(SCC(=O)Nc3ccc(C)cc3Cl)o2)cc1,x,18µM*,-17,27%,x,x
CCOC(=O)N/N=C/c1cn(Cc2ccc(Cl)cc2)c2ccccc12,-15%,0%,u,u,0%,57%[activator]
CC(C)NC(=O)CC1Nc2c3ccccc3nc(=S)n2C1=O (centres undefined),-7%,-17%,-13,-1%,u,8%
CCn1c(=O)c2c(cnn2C)c2ccccc21,-13%,8%,u,-1%,-11%,12%
C=CCNC(=O)NC(=O)COC(=O)COc1ccc(Br)cc1F,-5%,2%,-9,-9%,-1%,6%
CCCCOc1ccc(C(=O)NCC(=O)NC2CC2)cc1,-15%,-5%,-16,0%,x,29%
COCCNc1nnc(SCC(=O)Nc2nnc(-c3ccccc3)o2)s1,-17%,-10%,-33,-12%,x,25%
O=C(Nc1cccc(NC(=O)c2ccccc2Cl)c1)c1ccc(F)cc1,-47%,51%,-22,-6%,8%,0%
Cc1cc(C)c(NC(=O)/C(C#N)=C/c2ccc(OCc3ccc(F)cc3)cc2)c(C)c1,-23%,-18%,u,0%,2%,-18%
Cc1cc2c(cc1C)NC(c1ccccn1)C1=C(CC(C)(C)CC1=O)N2 (centres undefined),-1%,-3%,23,u,-9%,36%[activator]
O=C(CSc1ccc(-c2ccc(Cl)cc2)nn1)NC1CCCC1,-25%,0%,-21,-3%,-4%,3%
COc1ccc(-c2noc(-c3ccc(N4CCN(C)CC4)c([N+](=O)[O-])c3)n2)cc1,x,-5%,19,0%,x,x
CCOc1ccc(-c2nn(-c3ccccc3)cc2/C=C2\SC(N)=NC2=O)cc1C,-17%,7%,-21,-1%,x,9%
O=C(C[n+]1ccc(C(=O)N/N=C/c2ccc(OCc3ccccc3)cc2)cc1)c1ccccc1,35%,-4%,121,-6%,1%,0%
CCOC(=O)c1cnc2ccc(OC(F)(F)F)cc2c1Nc1ccccc1C(=O)O,x,-3%,-6,-2%,x,x
CC(C)c1ccc(NC(=O)Nc2cnccn2)cc1,-15%,-17%,51,3%,x,0%
CCCCN(C(=O)c1c(CC)noc1C)c1c(N)n(CC(C)C)c(=O)[nH]c1=O,-6%,-14%,1,u,x,11%[11.6 µM]
Cc1ccc(-n2nc3c(=O)n(C(C)C(=O)NC4CC4)nc(C)c3c2C)cc1 (centres undefined),8%,-5%,1,4%,3%,14%
CC1=CC2/C=C(\C)CCC(O)C(O)/C=C/C(=O)C23C(=O)NC(CC(C)C)C3C1C (centres undefined),126%[activator],4µM*,x,6%,1%,-3%

(cont.)
SMILES,AmpC inh no detg,Sm TGR block,HCMV antiviral,AmpC inh detg,FBPA Giardia inh,AMA1-RON2 inh
CCn1c(C)nc2c(C)[n+](CC(=O)c3ccc(Br)cc3)ccc21,-12%,-5%,u,1%,0%,9%
CC(C)Cn1c(N)c(C(=O)COC(=O)c2cc(S(=O)(=O)N3CCOCC3)ccc2Br)c(=O)n(C)c1=O,106%[activator],x,0,x,x,-2%[11.6 µM]
Cc1ccc(-c2nc(CS(=O)(=O)CC(=O)NC3CCCCC3C)c(C)o2)cc1 (centres undefined),2%,35µM*,29,-15%,0%,-2%
CCNC(C(=O)c1c[nH]c2c(CC)cccc12)c1ccccc1 (centres undefined),3%,-19%,u,4%,-7%,1%
CCCCn1c(N)c(N(CC(C)C)C(=O)CCNC(=O)c2ccc(Cl)cc2)c(=O)[nH]c1=O,-6%,14%,-16,2%,x,12%
CCC(C)(C)n1nnnc1C(c1ccncc1)N1CCN(c2cccc(OC)c2)CC1 (centres undefined),95%[activator],-16%,-28,-11%,-18%,-3%
CCN(CC(=O)Nc1ccc(NC(C)=O)cc1)C(=O)/C=C/c1cn(Cc2ccccc2)nc1-c1cccnc1,44%,2%,-14,u,x,-7%
Cc1ccc(NC(=O)Nn2cnnc2)c(C)c1,-13%,-3%,-11,u,9%,-13%
CCC1CCCCN1CC(O)Cn1c2ccccc2n2c(=O)cc(C)c(C#N)c12 (centres undefined),-12%,7%,-37,-1%,2%,17%
CCc1ccccc1NS(=O)(=O)c1cc(C)ccc1OC,-10%,1%,-26,u,-6%,-5%
O=C(CCN1CCOCC1)Nc1ccc(Br)cc1C(=O)c1ccccc1,3%,25µM*,-8,-16%,u,-3%
Cc1cc(NS(=O)(=O)c2ccc(NC(=S)NC(=O)c3ccc(Cl)cc3Cl)cc2)no1,x,-22%,40,3%,u,14%
COc1ccc2c(c1)c(C(=O)N/N=C/c1ccc(O)c(O)c1)c(C)n2C,-32%,-15%,12,u,u,22%
Cc1ccc(NC(=O)COc2coc(CN3CCN(c4ccccc4)CC3)cc2=O)cc1,-13%,-1%,-5,0%,x,-4%
Cc1cccc(NC(=O)CCNS(=O)(=O)c2cccc3nonc23)c1C,-20%,-10%,-23,-3%,0%,3%
CCC(c1nnnn1CS(=O)(=O)c1ccc(C)cc1)N1CCC(C(N)=O)CC1 (centres undefined),4%,-34%,36,9%,-25%,2%
Cc1ccc(NC(=O)C2CCN(S(=O)(=O)c3cccc(C(F)(F)F)c3)CC2)nc1,-16%,1%,-94*,2%,x,-14%
CCCCn1c(N)c(N(CCOC)C(=O)c2cnc(C)cn2)c(=O)[nH]c1=O,-12%,-2%,-32,0%,x,0%
Nc1c(C(=O)c2ccc(Cl)cc2)sc2c1c(=O)[nH]c(=O)n2-c1ccccc1,-12%,8%,46,2%,5%,5%
Cc1nn(CCOc2ccccc2)c(=O)n1-c1ccccc1,-16%,8%,-8,-7%,3%,9%
COC(=O)c1ccc(Cl)c(S(=O)(=O)N2CCCC2)c1,6%,-2%,82,-10%,-3%,-2%
COc1cc(/C=N/NC(=O)C(=O)NCc2ccco2)cc(Br)c1O,-27%,-22%,-4,7%,-11%,-7%
Cc1ccc(N(CC(=O)NCC2CCCO2)C(=O)Cn2nnc(-c3cccs3)n2)cc1 (centres undefined),2%,19%,3,-11%,0%,8%
Cc1ccc(OCC(=O)Nc2sc3c(c2C#N)CC(C)(C)NC3(C)C)cc1,7%,0%,-1,3%,1%,0%
CC(O)Cc1nsc(NC(=O)c2cccs2)n1 (centres undefined),-11%,-24%,68,-1%,-3%,-3%

Carrying on:
SMILES,AmpC inh no detg,Sm TGR block,HCMV antiviral,AmpC inh detg,FBPA Giardia inh,AMA1-RON2 inh
CCSc1ncc(Cl)c(C(=O)Nc2ccc(S(=O)(=O)N(C)c3ccccc3)cc2)n1,x,13%,-22,20%,x,x
CC1C(=O)N2CCCc3cc(S(=O)(=O)N(C)Cc4ccccc4)cc1c32 (centres undefined),58%,10%,u,u,5%,2%
CCOc1cccc(C(=O)NC(=S)NCc2cccnc2)c1,-34%,-32%,-10,1%,1%,-2%[2.32 µM]
CCCCOc1cc(NCc2ccccc2)c2ncn(C(C)C)c2c1,27%,x,u,x,x,u
Cc1ccc(C(=O)N2CCC(N3CCN(Cc4ccc(F)cc4)C(=O)C3=O)CC2)cc1,x,-6%,0,-7%,x,x
CCOC(=O)c1nnc2cc(-c3ccc(Br)cc3)nn2c1C,-24%,0%,-29,u,0%,3%
CC(C)C(=O)Nc1ccc(C(=O)NNC(=O)CCCOc2ccc(Cl)cc2Cl)cc1,-8%,7%,22,-1%,1%,5%
CCCCC(=O)Nc1ccc(C(=O)Nc2cccnc2)cc1,0%,-5%,101,u,-1%,9%
Cc1occc1C(=O)NNC(=O)Nc1ccc(F)cc1F,-3%,u,-5,-1%,1%,63%[activator]
O=C(NCCS(=O)(=O)N1CCN(c2ccc(F)cc2)CC1)c1cc(=O)c2ccccc2o1,x,3%,20,12%,x,x
COC(=O)c1ccc(NC(=O)C2CCN(C(=O)c3cc(OC)c(OC)c(OC)c3)CC2)cc1,-1%,3%,-101*,u,2%,0%
COc1ccc(C(=O)Nc2cc(Cl)ccc2C(=O)O)cc1,-13%,-5%,-17,0%,u,0%
Cc1nc2sc(C(c3ccc(F)cc3)N3CCN(C(=O)c4ccco4)CC3)c(O)n2n1 (centres undefined),3%,-4%,11,2%,4%,-5%
COc1ccc(-c2noc(-c3ccc(NC4CCCC4)c([N+](=O)[O-])c3)n2)cc1OC,x,5%,10,20%,x,x
COc1ccccc1NC(=O)CN1C(=O)C(C)Oc2ccccc21 (centres undefined),-12%,-2%,3,4%,4%,8%
Cc1cc(C)cc(NC(=O)CCCn2c(=O)c3cccn3c3ccccc32)c1,x,0%,-18,23%,x,x
O=C(COc1ccc2c(c1)OCO2)Nc1ccc2c(c1)oc1ccccc12,-50%,-8%,8,-9%,-1%,-6%
O=C(NCCCn1ncc2ccccc21)c1cc(COc2c(F)cccc2F)on1,41%,-9%[57.1 µM],-25,0%,1%,-10%
Cc1cccc(NC(=O)NC(=S)NC(=O)c2ccccc2)c1,-40%,-2%,48,-5%,-27%,80%[activator]
Cc1cccc(OCC(=O)Nc2ccc3nc(SCc4ccccc4)sc3c2)c1,x,3%,23,4%,x,x
O=S(=O)(NCCN1CCN(S(=O)(=O)c2ccccc2F)CC1)c1ccccc1F,-10%,x,-37,x,x,78%[activator]
CCc1cc2c(=O)n(CC(=O)NCCc3ccc(OC)c(OC)c3)cnc2s1,-21%,-1%,-26,1%,4%,13%

Of the compounds above, two contain a COOH group.
SMILES,AmpC inh no detg,Sm TGR block,HCMV antiviral,AmpC inh detg,FBPA Giardia inh,AMA1-RON2 inh
CCOC(=O)c1cnc2ccc(OC(F)(F)F)cc2c1Nc1ccccc1C(=O)O,x,-3%,-6,-2%,x,x
COc1ccc(C(=O)Nc2cc(Cl)ccc2C(=O)O)cc1,-13%,-5%,-17,0%,u,0%

High-throughput results as filed in PubChem BioAssay.
